PhoP GFP inhibition: Inhibition of PhoP regulon, Salmonella typhi GFP reporter cells, confirmation, 4 h (AID 1850); 310,000 tested, 0.33% active; inhibition, % at 50 µM; hits with a dose series show IC50 in µM; Salmonella Typhi PhoP-promoter GFP reporter, fluorescence, 4 h; higher % means a stronger effect; in the data active = a potency from the dose series; inconclusive = inhibition mostly from about 25% at the one dose, without a potency; inactive = the rest, 99 in 100 with inhibition below about 19%;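 also: 0% = induced wells with vehicle and 100% = uninduced wells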
M. tuberculosis: growth inhibition of non-replicating M. tuberculosis (AID 488890) | Mycobacterium tuberculosis non-replicating, growth inhibition; higher % means a stronger effect | inhibition, % at 25 µM, or IC50 in µM where a hit was titrated | 320,000 tested, 0.39% active; in the data active = a potency from the dose series; inconclusive = inhibition mostly from about 82% at the one dose, without a potency; inactive = the rest, 99 in 100 with inhibition below about 76%;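 also: plate controls were DMSO cells for no effect and high antibiotic wells for full effect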
influenza NS1A: NS1A inhibition, H1N1 influenza, cell based functional assay (AID 504329); NS1A functional cell-based assay, percent inhibition; higher % means a stronger effect; one-dose inhibition, % at 12.5 µM; IC50 in µM for titrated hits; 340,000 tested, 0.3% active; in the data active = a potency from the dose series; inconclusive = inhibition above about 27% without an active follow-up result; also: strong numbers were not always called active
inhibitors of VEEV: inhibitors of VEEV TC-83 cytopathic effect, confirmation, Vero cells (AID 588727). Vero cells, VEEV TC-83 cytopathic effect inhibition; higher % means a stronger effect. one-dose inhibition, % at 20 µM; IC50 in µM for titrated hits. 350,000 tested, 0.13% active; in the data active = a potency from the dose series; inconclusive = inhibition mostly from about 14% at the one dose, without a potency; inactive = the rest, 99 in 100 with inhibition below about 12%; also: strong numbers were not always called active
H37Rv inhibition: M. tuberculosis growth inhibition, HTS (AID 449762) | M. tuberculosis H37Rv growth inhibition, 7H9 media; higher % means a stronger effect | 330,000 tested, 0.59% active | inhibition, % at 25 µM, or IC50 in µM where a hit was titrated; in the data active = a potency from the dose series; inconclusive = inhibition above about 70% without an active follow-up result;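 also: bacterial growth assessed after seven days of incubation; strong numbers were not always called active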
inhibitors of VEEV 10K pilot screen: recorded beside inhibitors of VEEV, whose call it bears; inhibition, %; measured here: 10K pilot screen inhibition
An asterisk follows results filed as active; i = inactive; ? = inconclusive; . = not tested or not shown. Not a hit list; overall some 1.5% were active at least once.

SMILES | PhoP GFP inhibition | M. tuberculosis | influenza NS1A | inhibitors of VEEV | H37Rv inhibition | others
O=C(O)c1cccc(N2C(=O)CSC2c2c(F)cccc2Cl)c1 (stereo not drawn) | -1.5% | 15.5% | -0.4% | 0.9% | 8.7%
COc1ccc(C(=O)Nc2cccc(NC(=O)c3cccs3)c2)cc1 | 10.0% | 69.3% | -2.4% | 6.7% | 8.4%
O=C(Nc1ccc(Cl)cn1)C1COc2ccccc2O1 (stereo not drawn) | 13.8% | 3.32µM* | -16.0% | 1.9% | 4.8%
CCCC(=O)OCC(=O)Nc1cc(C(C)(C)C)nn1-c1ccccc1 | -9.4% | -21.5% | 13.8% | 0.9% | -3.8%
Cc1cccc(Nc2nc(N3CCCCC3)nc(N3CCCCC3)n2)c1 | -10.4% | 44.6% | 0.0% | 3.9% | 21.7%
CC1CC(C)CN(CCCNC(=O)c2cc3c(=O)[nH]c4ccccc4c3n2C)C1 (stereo not drawn) | -13.8% | -14.7% | 4.1% | 3.7% | -8.4%
CNC(=S)NNC(=O)c1cccn(Cc2cccc(C(F)(F)F)c2)c1=O | -1.9% | 11.1% | 21.4% | 0.8% | 9.0%
CC(C)OCCCN1C(=O)c2ccccc2C1C(=O)NC1CCCCC1 (stereo not drawn) | -9.5% | -1.7% | -8.8% | 1.8% | -6.1%
COc1ccc(NC(=O)C(C)SCc2ccccc2)cc1 (stereo not drawn) | 0.6% | 62.1% | -3.9% | i | 21.1%
CN(CC(=O)Nc1cccc(F)c1)C(=O)c1cn(-c2ccccc2)nc1-c1ccccc1 | 1.2% | 16.5% | -9.9% | 9.8% | 6.6%
Cc1c(C(=O)N2CCOCC2)c(S(=O)(=O)Nc2ccc(OC(F)(F)F)cc2)c(C)n1C | 10.3% | 1.0% | -0.6% | 1.3% | -2.4%
Cc1ccc(-n2nnc3c(=O)n(CC(=O)NCC4CCCO4)cnc32)cc1 (stereo not drawn) | -1.8% | 9.6% | -8.0% | 5.0% | -19.9%
CCC1(c2ccccc2)SC(=O)NC1=O (stereo not drawn) | . | . | -0.7% | 1.8% | .
CCO[C@H]1c2c(ccc3ccc(=O)oc23)OC(C)(C)[C@H]1O | . | 4.6% | -9.9% | 0.6% | 6.7% | inhibitors of VEEV 10K pilot screen=1.0
O=C(OCC(=O)N1CCCCCC1)c1ccc(S(=O)(=O)N2CCOCC2)cc1 | 1.5% | -8.5% | -2.1% | 0.6% | -3.5%
COC(=O)CN(C)C(=O)c1ccccc1OC1CCN(S(C)(=O)=O)CC1 | 4.9% | -10.8% | -6.2% | 0.9% | 7.0%
COc1ccc(C(=O)N/C(=C/c2cccc3ccccc23)C(=O)NCCc2c[nH]c3ccccc23)cc1OC | -6.2% | 15.8% | 4.0% | 1.7% | -1.0%
CCSc1nc2nc(C)cc(C)n2n1 | -2.5% | -3.8% | -1.4% | 0.2% | 2.9%
Cc1cccc(NC(=O)CSCC(=O)NNC(=O)c2ccoc2C)c1 | 8.8% | 18.3% | 14.5% | 0.8% | 6.5%
CCn1nccc1C(=O)Nc1ccc(C)c(C)c1 | 2.2% | -4.4% | -12.6% | 0.4% | 0.0%
CNS(=O)(=O)c1cccc(C(=O)OCC(=O)Nc2cc(F)ccc2F)c1 | 3.3% | -1.4% | -0.6% | 1.0% | 0.4%
CC(C)c1onc(C(=O)N(C)C2CCCCC2)c1[N+](=O)[O-] | -7.1% | -3.7% | 2.5% | 0.7% | 1.6%
Fc1ccc(CSc2nsc(SCc3ccc(F)cc3)n2)cc1 | -3.5% | ? | 5.6% | 3.1% | 46.0%
COc1ccccc1NC(=O)CCN1CCN(c2ccc(Cl)cc2)CC1 | -6.3% | i | 1.5% | 0.5% | 2.2%
COC(=O)CCSc1nccn1Cc1ccccc1 | 7.3% | -1.4% | 1.3% | 1.2% | 0.7%

6 compounds from above, arranged by length of the SMILES, lowest first.
SMILES | PhoP GFP inhibition | M. tuberculosis | influenza NS1A | inhibitors of VEEV | H37Rv inhibition | others
CCC1(c2ccccc2)SC(=O)NC1=O (stereo not drawn) | . | . | -0.7% | 1.8% | .
CC(C)OCCCN1C(=O)c2ccccc2C1C(=O)NC1CCCCC1 (stereo not drawn) | -9.5% | -1.7% | -8.8% | 1.8% | -6.1%
COc1ccc(C(=O)Nc2cccc(NC(=O)c3cccs3)c2)cc1 | 10.0% | 69.3% | -2.4% | 6.7% | 8.4%
CCCC(=O)OCC(=O)Nc1cc(C(C)(C)C)nn1-c1ccccc1 | -9.4% | -21.5% | 13.8% | 0.9% | -3.8%
CC(C)c1onc(C(=O)N(C)C2CCCCC2)c1[N+](=O)[O-] | -7.1% | -3.7% | 2.5% | 0.7% | 1.6%
CN(CC(=O)Nc1cccc(F)c1)C(=O)c1cn(-c2ccccc2)nc1-c1ccccc1 | 1.2% | 16.5% | -9.9% | 9.8% | 6.6%

More compounds
SMILES | PhoP GFP inhibition | M. tuberculosis | influenza NS1A | inhibitors of VEEV | H37Rv inhibition | others
Cc1ccc(S(=O)(=O)N2CCCC2CNC(=O)C(=O)NC2CCCC2)cc1 (stereo not drawn) | 5.3% | -8.9% | -10.4% | 0.7% | -5.9%
O=C(Nc1ccc2c(c1)OCCO2)c1cnc2ccccn2c1=O | -14.9% | -18.8% | -8.7% | 1.5% | 3.1%
CCCn1c(=O)c2c(C(F)(F)F)cc(-c3ccco3)nc2n(CCC)c1=O | 17.9% | -4.2% | -2.4% | i | 7.2%
Cc1sc(NC(=O)COc2ccccc2)c(C#N)c1C | 3.4% | 34.4% | -10.2% | 6.4% | -2.0%
Cc1nn(CC(=O)NCCC2=CCCCC2)c(C)c1[N+](=O)[O-] | 1.3% | 5.6% | -17.1% | 3.1% | 4.2%
COc1ccc(N2CCN(C(=O)c3ccc(Cn4nc(C)c([N+](=O)[O-])c4C)o3)CC2)cc1 | . | . | 2.4% | 7.3% | .
COCCn1c(N)c(Sc2ccccc2)c(=O)[nH]c1=O | 1.9% | 3.6% | 6.7% | 0.3% | -4.6%
Cc1sc(N)c(C#N)c1C | -6.1% | -2.4% | 7.7% | 0.3% | -8.3%
O=C(CCNC(=O)c1ccccc1Cl)Nc1cccc(S(=O)(=O)N2CCOCC2)c1 | . | -7.5% | 4.8% | 0.7% | -4.3%
O=C1CC(c2ccccc2)n2nc(NS(=O)(=O)c3ccccc3)nc2N1 (stereo not drawn) | -9.2% | 7.1% | -3.6% | 0.3% | 5.4%
COc1ccc2c(COC(=O)CNC(=O)C34CC5CC(CC(C5)C3)C4)cc(=O)oc2c1 | -3.3% | 8.3% | 0.2% | 0.3% | 6.7% | inhibitors of VEEV 10K pilot screen=0.6
CN(C(=O)c1ccc2c(=O)n3c(nc2c1)CCCCC3)c1ccccc1 | -3.2% | -21.0% | 5.9% | 5.0% | -13.7%
COc1ccccc1-n1c(SCC(=O)N2CCCCC2)nnc1-c1ccccc1O | -6.0% | 39.9% | -8.8% | 0.2% | -2.5%
COc1cc(/C=N/n2c(COc3ccccc3)n[nH]c2=S)cc(OC)c1OC(C)=O | -3.7% | -13.1% | -28.4% | 2.5% | 4.8%
CCc1nc2ccccc2c(C(=O)OCC(=O)N(CC(C)C)c2c(N)n(Cc3ccccc3)c(=O)[nH]c2=O)c1C | . | . | -0.1% | 7.8% | .
CC(=O)NCC(=O)N(c1ccccc1)C1(C(=O)NC2CCCCC2)CCCCC1 | 8.3% | -3.1% | 2.6% | 7.1% | -3.5%
CCOC(=O)CNC(=O)c1cnn2cccnc12 | 0.7% | -8.7% | -2.4% | 0.1% | -13.1%
Cc1cccc(NC(=S)NCc2ccncc2)c1C | 2.9% | 5.4% | 13.7% | 0.2% | -0.2%
CCC(C)(C)NC(=O)C(c1cccn1C)N(C(=O)Cn1nnc2ccccc21)c1ccc(F)cc1 (stereo not drawn) | -14.4% | -9.2% | 6.5% | 1.7% | 4.0%
COc1cc(/C=N/OCC(=O)Nc2cc(C)on2)ccc1OCc1ccccc1 | -12.8% | 44.9% | -2.2% | 0.9% | -2.2%
O=C(O)CCCC(=O)NCCCCc1ccccc1 | -10.7% | 7.1% | 1.8% | i | -3.6%
COc1ccccc1Nc1nc(N2CCCC2)nc(N2CCOCC2)n1 | 5.5% | -10.6% | -9.5% | 0.7% | 0.0% | inhibitors of VEEV 10K pilot screen=3.7
Cc1ccc(S(=O)(=O)N2CCN(C(=O)C(C)Cn3cncn3)CC2)cc1 (stereo not drawn) | -0.5% | -6.6% | 4.9% | i | -2.7%
O=C(Cn1c(-c2ccc(Cl)cc2)noc1=O)N1CCN(c2ccccc2F)CC1 | 9.6% | 36.3% | -1.4% | i | -2.9%
COC(=O)CSc1nc(C(C)C)nc2ccccc12 | 5.8% | 11.1% | -4.4% | i | -7.2%

The final five compounds of the part before come first, to join the parts:
SMILES | PhoP GFP inhibition | M. tuberculosis | influenza NS1A | inhibitors of VEEV | H37Rv inhibition | others
O=C(O)CCCC(=O)NCCCCc1ccccc1 | -10.7% | 7.1% | 1.8% | i | -3.6%
COc1ccccc1Nc1nc(N2CCCC2)nc(N2CCOCC2)n1 | 5.5% | -10.6% | -9.5% | 0.7% | 0.0% | inhibitors of VEEV 10K pilot screen=3.7
Cc1ccc(S(=O)(=O)N2CCN(C(=O)C(C)Cn3cncn3)CC2)cc1 (stereo not drawn) | -0.5% | -6.6% | 4.9% | i | -2.7%
O=C(Cn1c(-c2ccc(Cl)cc2)noc1=O)N1CCN(c2ccccc2F)CC1 | 9.6% | 36.3% | -1.4% | i | -2.9%
COC(=O)CSc1nc(C(C)C)nc2ccccc12 | 5.8% | 11.1% | -4.4% | i | -7.2%
CC(C)(C)C(=O)Nc1ccc(N2CCN(S(C)(=O)=O)CC2)cc1 | 1.6% | -9.1% | 6.1% | 0.2% | -10.2% | inhibitors of VEEV 10K pilot screen=0.0
O=C(c1cccc(O)c1)N1CCN(C(=O)C2CC2)CC1 | . | 6.9% | -3.8% | 2.7% | 0.9%
CCc1ccc(-c2nc(CN3CCCC(C(=O)NCCc4ccc(OC)c(OC)c4)C3)c(C)o2)cc1 (stereo not drawn) | -11.3% | 73.4% | 5.0% | i | ?
CCOC(=O)C(=CNc1ccc(C(O)(C(=O)OCC)C(F)(F)F)cc1C)C(=O)OCC (stereo not drawn) | -10.1% | 59.0% | -2.7% | 5.8% | ?
CN(C)c1ccc(C(=O)n2nnc3ccccc32)cc1 | -5.1% | 21.1% | -38.8% | 0.9% | -2.3%
COC(=O)CCCCC1SCC(NC(=O)OC)C1NC(=O)OC (stereo not drawn) | -17.6% | -4.2% | -9.6% | 0.4% | -1.1%
CCC(C)(C(=O)NC1CCCC1)N(C)C(=O)Cc1c[nH]c2ccccc12 (stereo not drawn) | 2.0% | -7.1% | -4.5% | i | -7.1%
COc1ccccc1CNC(=O)C1CCN(S(C)(=O)=O)CC1 | -8.9% | -22.4% | -4.2% | 2.0% | -9.3%
O=C(NCc1ccncc1)NC1CCCCC1 | 5.6% | -1.3% | -3.0% | 0.7% | -5.0%
COc1cccc(C(=O)N(Cc2ccco2)Cc2cc3cccc(C)c3[nH]c2=O)c1 | -10.7% | 6.3% | -2.4% | 1.2% | -10.2%
Cc1cccc(NC(=O)C2CCCN(C(=O)Nc3ccccc3)C2)c1C (stereo not drawn) | -4.9% | -3.9% | 0.7% | i | -4.3%
CC(NC(=O)C1CCCN(C(=O)N(C)C)C1)c1ccccc1 (stereo not drawn) | -8.8% | -0.7% | 1.3% | 0.2% | -0.5% | inhibitors of VEEV 10K pilot screen=0.5
O=C(COc1ccc2ccccc2c1Br)NCc1ccccn1 | 7.2% | 26.4% | -6.8% | 0.9% | 5.0%
O=C(Cn1cc(/C=N/NC(=O)c2ccccc2Br)c2ccccc21)Nc1ccc(F)cc1 | 3.4% | 10.9% | -2.0% | 2.9% | 4.1%
CN(C)c1nc(OCC(=O)NC(C)(C)C)nc(N(C)C)n1 | -4.2% | -8.8% | -0.4% | 0.8% | -12.4%
COc1ccc(COC(=O)C2=C(C)NC(=O)NC2c2ccc(OC)c(OC)c2)cc1 (stereo not drawn) | 2.9% | 3.7% | 3.6% | 0.1% | -2.7%
O=C(CSc1nnnn1-c1ccc(F)cc1)NCc1cccs1 | 3.4% | 27.3% | -3.1% | i | -2.0%

Two compounds drawn at random from the list so far, as already listed:
SMILES | PhoP GFP inhibition | M. tuberculosis | influenza NS1A | inhibitors of VEEV | H37Rv inhibition | others
O=C(Cn1cc(/C=N/NC(=O)c2ccccc2Br)c2ccccc21)Nc1ccc(F)cc1 | 3.4% | 10.9% | -2.0% | 2.9% | 4.1%
COc1ccc(COC(=O)C2=C(C)NC(=O)NC2c2ccc(OC)c(OC)c2)cc1 (stereo not drawn) | 2.9% | 3.7% | 3.6% | 0.1% | -2.7%
